Bioassay records (PubChem BioAssay)
M. tuberculosis – growth inhibition of non-replicating M. tuberculosis (AID 488890). Mycobacterium tuberculosis non-replicating, growth inhibition; higher % means a stronger effect. 320,000 tested, 0.39% active. inhibition, % at 25 µM; hits with a dose series show IC50 in µM; in the data active = a potency from the dose series; inconclusive = inhibition mostly from about 82% at the one dose, without a potency; inactive = the rest, 99 in 100 with inhibition below about 76%;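 also: plate controls were DMSO cells for no effect and high antibiotic wells for full effect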
VEEV TC-83 Vero – inhibitors of VEEV TC-83 cytopathic effect, confirmation, Vero cells (AID 588727); Vero cells, VEEV TC-83 cytopathic effect inhibition; higher % means a stronger effect; inhibition, % at 20 µM; hits with a dose series show IC50 in µM; 350,000 tested, 0.13% active; in the data active = a potency from the dose series; inconclusive = inhibition mostly from about 14% at the one dose, without a potency; inactive = the rest, 99 in 100 with inhibition below about 12%; also: strong numbers were not always called active
H37Rv inhibition – M. tuberculosis growth inhibition, HTS (AID 449762); M. tuberculosis H37Rv growth inhibition, 7H9 media; higher % means a stronger effect; inhibition, % at 25 µM; hits with a dose series show IC50 in µM; 330,000 tested, 0.59% active; in the data active = a potency from the dose series; inconclusive = inhibition above about 70% without an active follow-up result;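 also: bacterial growth assessed after seven days of incubation; strong numbers were not always called active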
PhoP GFP inhibition – Inhibition of PhoP regulon, Salmonella typhi GFP reporter cells, confirmation, 4 h (AID 1850); Salmonella Typhi PhoP-promoter GFP reporter, fluorescence, 4 h; higher % means a stronger effect; one-dose inhibition, % at 50 µM; IC50 in µM for titrated hits; 310,000 tested, 0.33% active; in the data active = a potency from the dose series; inconclusive = inhibition mostly from about 25% at the one dose, without a potency; inactive = the rest, 99 in 100 with inhibition below about 19%;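 also: 0% = induced wells with vehicle and 100% = uninduced wells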
H1N1 NS1A inhibition – NS1A inhibition, H1N1 influenza, cell based functional assay (AID 504329); inhibition, % at 12.5 µM; hits with a dose series show IC50 in µM; 340,000 tested, 0.3% active; NS1A functional cell-based assay, percent inhibition; higher % means a stronger effect; in the data active = a potency from the dose series; inconclusive = inhibition above about 27% without an active follow-up result; also: strong numbers were not always called active
An asterisk follows results filed as active; i = inactive; u = inconclusive; x = not tested or not shown.

SMILES | M. tuberculosis | VEEV TC-83 Vero | H37Rv inhibition | PhoP GFP inhibition | H1N1 NS1A inhibition
CCCCCn1c(N)c(C(=O)NCc2cccs2)c2nc3ccccc3nc21 | 24% | x | -1% | -1% | x
COc1cc(NC(=O)c2ccc3c(=O)n(Cc4ccco4)c(=S)[nH]c3c2)cc(OC)c1OC | -15% | 3.7% | -10% | 7% | 1%
C[C@H](CO)N1C[C@H](C)[C@@H](CN(C)S(=O)(=O)c2ccccc2)Oc2c(NC(=O)Nc3ccccc3)cccc2C1=O | 11% | 8.4% | 0% | x | 0%
COc1ccc(NC(=O)CSc2ncnc3c2nnn3-c2ccc(F)cc2)c(OC)c1 | 20% | 0.6% | -5% | -2% | 0%
COC(=O)c1ccc2c(C)c(C(C)(C)O)[nH]c2c1 | 2% | 0.1% | 3% | 4% | 1%
N#CC1=C(N)Oc2cc(O)ccc2C1c1ccc2c(c1)OCO2 (centres undefined) | -1% | 1.0% | 1% | 2% | x
CC1C/C(=N\NC(=O)c2cccnc2)CC(C)(C)C1 (centres undefined) | 8% | 0.3% | -10% | -3% | -5%
O=C(N/N=C\c1ccccc1)c1sccc1-n1cccc1 | 7% | 4.0% | -1% | -3% | -10%
O=C(/C(=N/N=C/c1ccc(O)c(O)c1)c1ccccc1)c1ccccc1 | 18% | i | 7% | -2% | 0%
CCSc1nc(-c2ccco2)ccc1C#N | 4% | 0.3% | -5% | -11% | -7%
O=C(CNC(=O)c1ccc(Br)o1)NCc1ccc(Cl)cc1Cl | -12% | 2.4% | 10% | -6% | -4%
COc1ccc(CN2C[C@H]3CCCN3c3cc(Br)ccc3S2(=O)=O)cc1 | x | 1.0% | x | x | -5%
COc1cc(S(C)=O)ccc1-c1nc2ncccc2[nH]1 (centres undefined) | 0% | 0.9% | -9% | 9% | -1%
O=C(Cc1cccs1)N(c1ccc(Br)cc1)C1C=CS(=O)(=O)C1 (centres undefined) | 7% | 0.7% | -5% | -11% | -5%
CCn1ccnc1CN(C)C(=O)c1cc(COc2ccc(Cl)cc2OC)on1 | 20% | 3.5% | 1% | -10% | 5%
O=C(CCNS(=O)(=O)c1ccc(Br)cc1)NC1CCCCC1 | 18% | i | 17% | -20% | 1%
Cc1cccc(OCc2nnc(SC(C)C(=O)O)n2Cc2ccccc2)c1 (centres undefined) | -6% | 1.8% | -14% | 6% | -18%
CC(C)(c1ccccc1)c1ccc(OCCCN2CCNCC2)cc1 | u | 10% | 48% | 56µM* | 15%
Cc1ccc(C)c(NC(=O)C2CCCC2)c1 | 0% | 1.8% | 4% | 0% | 1%
CCOC(=O)CNC(=S)N(Cc1ccc(C)cc1)Cc1ccc(C)o1 | 13% | i | 12% | -1% | 16%
COc1ccc(Br)c(C(=O)Nc2ccc(F)cc2)c1 | 2% | 1.5% | 2% | 0% | -24%
CCCCn1c(SCC(=O)c2ccc(OCC)cc2)nc2cc(S(N)(=O)=O)ccc21 | -22% | 4.7% | 0% | 5% | -5%
CCc1sc(C(=O)Nc2nccs2)cc1C | u | 3.1% | u | -6% | 0%
CN(CCO)CC(O)CN(c1ccccc1)c1ccccc1 (centres undefined) | -2% | i | -2% | 9% | 9%
COc1ccc(-c2cc3nc(-c4ccccc4)cc(N4CCCC(O)C4)n3n2)cc1 (centres undefined) | 23% | 8.1% | 4% | -2% | -18%
Cc1cc(C)c2nc(N3CCCC(C(=O)N4CCN(c5ncccn5)CC4)C3)sc2c1 (centres undefined) | u | 7.1% | 99% | -9% | 7%
CC1CCCN(C(=O)CSc2nnc(-c3ccc(S(=O)(=O)N4CCOCC4)cc3)n2C)C1 (centres undefined) | 1% | 1.6% | -4% | 5% | 7%
COC(=O)CN(C)C(=O)c1ccc(OC2CCN(S(=O)(=O)N(C)C)CC2)cc1 | -10% | 0.3% | -8% | 10% | -4%
CCOC(=O)CNC(=O)c1ccccc1 | 5% | 1.1% | -1% | 10% | 6%
O=C(NCCc1ccccn1)C1CC(=O)N(Cc2ccccc2Cl)C1 (centres undefined) | -6% | 1.1% | 35% | 1% | -5%
Fc1ccc(-n2c(Cc3ccccc3)nnc2SCc2nc(-c3ccc(Cl)cc3)no2)cc1 | 10% | 0.9% | -2% | -1% | 1%
CC(C)CCNC(=O)C(CC(C)C)N(Cc1ccc2c(c1)OCO2)C(=O)c1snc(C(N)=O)c1N (centres undefined) | 32% | 5.4% | 2% | -13% | 7%
CCN(CC)S(=O)(=O)c1ccc(S(=O)(=O)NCc2cccs2)cc1 | -5% | i | 6% | 0% | 10%
O=C(CCN1CCN(c2ccccc2)CC1)Nc1nccs1 | 8% | 1.1% | -6% | 3% | 8%
CC(C)(C)C1CCc2sc(-c3nnc(CCl)o3)cc2C1 (centres undefined) | u | 12% | <0.2µM* | 0% | 2%
Cc1cc(NC(=O)c2ccc(Cl)cc2)no1 | -2% | i | -2% | -17% | -11%
CSC1=NP(=S)(SC)N2CCCC2=C1C#N (centres undefined) | 8% | 0.5% | 5% | 0% | -9%
CCOC(=O)c1c(C)nc2sccn12 | 4% | 3.0% | -5% | -4% | -4%
COc1cc(OC)c(C(=O)OCC(=O)c2cc(C)n(CC3CCCO3)c2C)cc1OC (centres undefined) | -13% | 3.1% | -5% | -2% | 1%
Cc1ccccc1CC(=O)N1CCCC(CCC(=O)N2CCN(c3ccccn3)CC2)C1 (centres undefined) | 7% | 0.7% | -6% | -12% | -7%
CCOC(=O)[C@@H]1[C@H]2COc3cc(OC)ccc3[C@@H]2N2C(=O)N(c3ccc(C)cc3)C(=O)[C@@]12C | 14% | 1.3% | -1% | -43% | 2%
COc1ccc(Br)cc1CN1CCCCCCC1 | 3% | 0.2% | -2% | -9% | -1%
O=C(CSc1ccccn1)N1CCCC(Nc2ccccc2)C1 (centres undefined) | x | 3.4% | x | x | -3%
CCOC(=O)Cc1cnc(NC(=O)NC(C(=O)OCC)(c2ccccc2)C(F)(F)F)s1 (centres undefined) | -16% | 1.5% | 3% | 5% | -37%
Cn1c(C(=O)NC2CC2)cc2c(=O)n(C)c3ccccc3c21 | -30% | 8.0% | -7% | -6% | 10%

3 compounds from above, ordered by length of the SMILES, ascending:
SMILES | M. tuberculosis | VEEV TC-83 Vero | H37Rv inhibition | PhoP GFP inhibition | H1N1 NS1A inhibition
CCOC(=O)c1c(C)nc2sccn12 | 4% | 3.0% | -5% | -4% | -4%
CCc1sc(C(=O)Nc2nccs2)cc1C | u | 3.1% | u | -6% | 0%
Cc1cc(NC(=O)c2ccc(Cl)cc2)no1 | -2% | i | -2% | -17% | -11%

Following part.
SMILES | M. tuberculosis | VEEV TC-83 Vero | H37Rv inhibition | PhoP GFP inhibition | H1N1 NS1A inhibition
C=CCc1cccc2cc(C(=O)Nc3cccc(C(=O)O)c3)c(=O)oc12 | 40% | x | -1% | -1% | x
Cc1[nH]c2ccccc2c1/C=C(\C#N)C(=O)NCc1ccccc1 | 18% | 1.1% | -9% | -17% | 14%
COCCn1c(C)cc(C(=O)COC(=O)c2ccccc2Br)c1C | u | 4.4% | 13% | -10% | -8%
CCOC(=O)c1ccc(NC(=O)CCOc2ccc(OC)cc2)cc1 | 45% | 1.2% | u | -9% | 1%
O=C(NC1CCSc2ccccc21)c1cc(S(=O)(=O)N2CCOCC2)ccc1Cl (centres undefined) | -13% | 3.2% | -5% | 4% | 7%
O=C(CNC(=O)c1ccco1)OCC(=O)c1ccccc1Cl | -11% | 0.3% | 5% | -6% | 5%
COc1cccc(CNC(=O)C2CCCN(S(=O)(=O)c3c(C)noc3/C=C/N(C)C)C2)c1 (centres undefined) | -4% | 3.6% | -7% | -7% | -13%
O=C(Cc1cccs1)N1CCN(c2ccccn2)CC1 | 6% | 3.2% | 5% | 6% | -4%
O=[N+]([O-])c1cc(F)c2cccnc2c1O | u | 9.7% | 43% | 6.6µM* | 1%
CCN(C(=O)CN1CCCCCC1)c1c(N)n(Cc2ccccc2)c(=O)[nH]c1=O | 8% | i | -2% | x | 2%
CC(=O)c1cccc(NC(=O)c2sc3nc4n(c(=O)c3c2C)CCCC4)c1 | -6% | 3.3% | 9% | 4% | -4%
CCOc1cc(NC(=O)c2cccs2)c(OCC)cc1NC(=O)c1ccco1 | -3% | 1.2% | -1% | -9% | -16%
CCOC(=O)CCCNC(=O)CN1C(=O)NC(CCc2ccccc2)C1=O (centres undefined) | 7% | 2.5% | 0% | -9% | -3%
COc1ccc(-c2noc(C(=O)NCc3ccccc3Cl)n2)cc1OC | 8% | 1.4% | -3% | -2% | 1%
Cc1ccc2nc(SCC(=O)Nc3cccnc3Cl)[nH]c2c1 | 57% | 1.6% | -1% | x | -11%

Record cards (already shown). Order of screens: M. tuberculosis	VEEV TC-83 Vero	H37Rv inhibition	PhoP GFP inhibition	H1N1 NS1A inhibition
CCOc1cc(NC(=O)c2cccs2)c(OCC)cc1NC(=O)c1ccco1 is listed as -3%	1.2%	-1%	-9%	-16%
CC1C/C(=N\NC(=O)c2cccnc2)CC(C)(C)C1 (centres undefined) is listed as 8%	0.3%	-10%	-3%	-5%
CCOC(=O)c1ccc(NC(=O)CCOc2ccc(OC)cc2)cc1 is listed as 45%	1.2%	u	-9%	1%
Cc1cc(NC(=O)c2ccc(Cl)cc2)no1 is listed as -2%	i	-2%	-17%	-11%
Cc1ccc(C)c(NC(=O)C2CCCC2)c1 is listed as 0%	1.8%	4%	0%	1%

Part of the list above, reformatted.
SMILES	M. tuberculosis	VEEV TC-83 Vero	H37Rv inhibition	PhoP GFP inhibition	H1N1 NS1A inhibition
CCOc1cc(NC(=O)c2cccs2)c(OCC)cc1NC(=O)c1ccco1	-3%	1.2%	-1%	-9%	-16%
COCCn1c(C)cc(C(=O)COC(=O)c2ccccc2Br)c1C	u	4.4%	13%	-10%	-8%
CCOC(=O)c1ccc(NC(=O)CCOc2ccc(OC)cc2)cc1	45%	1.2%	u	-9%	1%
CCOC(=O)CCCNC(=O)CN1C(=O)NC(CCc2ccccc2)C1=O (centres undefined)	7%	2.5%	0%	-9%	-3%

Reformatted: three of the compounds above.
canonical_smiles	M. tuberculosis	VEEV TC-83 Vero	H37Rv inhibition	PhoP GFP inhibition	H1N1 NS1A inhibition
O=C(Cc1cccs1)N1CCN(c2ccccn2)CC1	6%	3.2%	5%	6%	-4%
O=[N+]([O-])c1cc(F)c2cccnc2c1O	u	9.7%	43%	6.6µM*	1%
CCN(C(=O)CN1CCCCCC1)c1c(N)n(Cc2ccccc2)c(=O)[nH]c1=O	8%	i	-2%	x	2%

Further results.
SMILES | M. tuberculosis | VEEV TC-83 Vero | H37Rv inhibition | PhoP GFP inhibition | H1N1 NS1A inhibition
CCN(CCS(=O)(=O)c1ccc(Cl)cc1)Cc1nc2ccccc2c(=O)[nH]1 | 69% | 5.0% | -7% | x | -11%
CC1(C)OC2CC3C4CCC5=CC(=O)CCC5(C)C4(F)C(O)CC3(C)C2(C(=O)CO)O1 (centres undefined) | x | 2.6% | x | x | 6%
COc1nc(N)nc(N)c1NS(=O)(=O)c1ccc(C)cc1 | -13% | 1.2% | -1% | 1% | -11%
Cc1ccccc1NC(=O)c1sc2nc3c(c(-c4ccco4)c2c1N)CCC3 | 2% | 6.2% | -4% | 10% | -8%
CCCN(CCC)C(=O)Cn1c(=O)n(CCCCC(=O)NCc2ccco2)c(=O)c2ccccc21 | -22% | 1.4% | -3% | 7% | -8%
COc1ccc(-c2ccc3c(c2)c(C#Cc2ccsc2)c(-c2cc(OC)cc(OC)c2)n3C)cc1 | 17% | 3.4% | -3% | x | 0%
Cc1noc(C)c1C(=O)OC(C(=O)NC1CCCC1)c1ccc(F)cc1 (centres undefined) | 12% | 0.6% | 5% | -4% | -1%
CCCCNC(=O)Nc1ccccn1 | 5% | 1.6% | 5% | 9% | 2%
O=C(O)c1cccc(Cn2c(Cl)c(/C=N/NC(=O)c3ccc(O)cc3)sc2=O)c1 | 13% | 0.2% | -8% | -4% | 17%
COCCCNC(=O)CCNS(=O)(=O)c1ccc(C)cc1 | -17% | 2.7% | -6% | -1% | -7%
Cc1ccc(NC(C)C(=O)N/N=C/c2ccc([N+](=O)[O-])s2)cc1 (centres undefined) | 5.7µM* | 5.7% | u | -1% | 7%
COc1ccc(CN(C)Cc2cc(=O)oc3cc(C)c(C(C)C)cc23)cc1OC | 29% | 7.9% | 21% | 0% | 11%
COCOc1cc(O)c(C(=O)/C=C/c2ccc(OCOC)c(OCOC)c2)c(OCOC)c1 | 3% | x | -7% | 2% | x
NS(=O)(=O)c1cccc(NC(=O)c2cccc3c(Br)cccc23)c1 | 10% | 2.0% | -4% | 3% | 3%
O=C(OCC(=O)N1CCCCCC1)c1ccc(Br)c(S(=O)(=O)N2CCOCC2)c1 | -7% | 1.3% | -1% | x | -14%

This is a random part of the collection (roughly 1.6% active in at least one column).
